Screening results as filed in PubChem.
Casp6 inh: inhibitors of human caspase-6 | AID 686996 | P55212 | purified caspase-6, Z-VEID-R110 cleavage fluorescence | 0.53% of 350,000 active | inhibition, % at 12.5 µM;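 active means mean inhibition across replicates at least about 35%, with every replicate also reaching that limit, limit read from the data; inconclusive means only one of the two criteria met; inactive means neither criterion met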;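 further: 0% = median of neutral control wells and 100% = no fluorescence left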
Target sequence (P55212 24-179 limits assumed): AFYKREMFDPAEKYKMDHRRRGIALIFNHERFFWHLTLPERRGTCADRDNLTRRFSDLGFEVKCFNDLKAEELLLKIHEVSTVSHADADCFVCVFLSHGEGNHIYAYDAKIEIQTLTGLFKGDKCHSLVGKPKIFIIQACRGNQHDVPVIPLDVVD
Target sequence (P55212 194-293 limits assumed): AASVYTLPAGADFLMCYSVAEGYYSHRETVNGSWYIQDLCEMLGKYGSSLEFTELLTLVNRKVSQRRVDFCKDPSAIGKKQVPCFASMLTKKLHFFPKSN
LGR2 antag: Drosophila LGR2 receptor signaling inhibition; AID 720647; inhibition, % at 9.99 µM; HEK293 LGR2, CRE-luciferase, bursicon-stimulated, 4 h; 0.35% of 380,000 active;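 active means drop in luminescence signal, shown as inhibition above about 50% in the replicate tests, limit read from the data, passing the limit was not always enough; inconclusive means probably only some replicates passing the limit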;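 further: agonist challenge used bursicon conditioned medium at about half maximal strength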
S100A4 inh HTS: inhibitors of human S100A4 binding to myosin IIA peptide; inhibition, % at 10.7 µM; P26447; 0.14% of 360,000 active; S100A4/TAMRA-MyoIIA peptide fluorescence polarization;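 active means mean inhibition of at least 70% across replicates, with every replicate also reaching that level; inconclusive means mean inhibition reaches 70% but some replicates fall short; inactive means mean inhibition below 70%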
Target sequence (P26447 whole entry, looked up): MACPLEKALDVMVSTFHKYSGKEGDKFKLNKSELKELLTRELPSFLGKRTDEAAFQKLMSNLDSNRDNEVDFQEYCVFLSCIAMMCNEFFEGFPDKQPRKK
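Material: human S100A4 monomer with TAMRA-labelled myosin IIA peptide; buffer or medium: HEPES pH 7.2 with CaCl2, KCl, NaCl, DTT, Triton; compound dosing: one concentration per compound; schedule: 5 min incubation before reading; benchmarks: neutral control DMSO, positive control TFP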
esBAF inh: SWI/SNF esBAF complex inhibition; mouse ES cells, Bmi1-luciferase knock-in reporter, 24 h; 100% = twice the neutral-well signal; reporter increase, % at 12.5 µM; 2% of 350,000 active; in the data active means activation above about 40%; inconclusive means no clear call, values can overlap the other calls;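 further: 0% = median of the plate's neutral control wells and 100% = double that signal; a rise in the Bmi1 reporter signal indicates esBAF inhibition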
FN deposit inh: fibronectin deposition inhibition | AH1F fibroblasts, Alexa488-fibronectin deposition fluorescence, overnight | inhibition, % at 12.6 µM | 0.086% of 350,000 active;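 active means mean inhibition across replicates of 30% or more, regardless of how many single replicates reach that level; inconclusive means mean under 30% yet at least half of replicates reach 30%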;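 further: positive control wells lacked labelled fibronectin entirely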
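Material: AH1F fibroblast monolayer depositing Alexa488-labelled fibronectin into matrix | Input: 10000 AH1F cells/well | Medium: DMEM plus 2% serum, read in PBS | Reagent: Alexa488-fibronectin, 24 nM final in well | Compound dosing: One dose per compound, pinned | Schedule: 1 h adhesion, overnight exposure | Measured by: Fluorescence at 485 nm excitation, 525 nm emission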
Statin myotox sup: protects C2C12 myotubes from simvastatin toxicity | ATP luminescence, 48 h; scaled: DMSO 0, geranylgeraniol control 100 | 0.78% of 330,000 active | rescue of ATP level, % at 7.49 µM;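 active means mean ATP rescue above about 67%, or every replicate alone reaching that limit, limit read from the data, passing the limit was not always enough; inconclusive means no clear call, values can overlap the other calls; inactive means mean under the limit and some replicate under it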;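 further: myotubes were challenged with 10 µM simvastatin during compound exposure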
SIRT5 block: inhibitors of human sirtuin-5 desuccinylase | Q9NXA8 | Purified SirT5, succinyl-peptide AMC, trypsin-coupled fluorescence | inhibition, % at 15 µM | 1.1% of 330,000 active; in the data active means inhibition above about 15%; inconclusive means no clear call, values can overlap the other calls
Target sequence (Q9NXA8 whole entry, looked up): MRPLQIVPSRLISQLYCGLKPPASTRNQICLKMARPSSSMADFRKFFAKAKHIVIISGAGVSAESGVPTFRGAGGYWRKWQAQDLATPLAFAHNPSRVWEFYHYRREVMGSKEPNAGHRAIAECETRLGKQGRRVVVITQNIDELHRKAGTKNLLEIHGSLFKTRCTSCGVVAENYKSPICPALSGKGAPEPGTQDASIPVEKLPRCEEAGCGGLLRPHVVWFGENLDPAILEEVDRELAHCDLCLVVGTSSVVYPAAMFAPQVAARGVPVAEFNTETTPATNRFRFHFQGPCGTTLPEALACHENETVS
The depositor's hits bear a star; u = inconclusive; x = no result given; & = joins results of further samples. Not all compounds are listed. The share of hits here may be higher or lower than overall.

The line under a structure holds: Casp6 inh	LGR2 antag	S100A4 inh HTS	esBAF inh	FN deposit inh	Statin myotox sup	SIRT5 block
1: Cc1noc(C)c1COc1cccc(C(=O)Nc2ccccc2)c1
  0	x	-7	10	-10	1	0
2: CC1CCCN(C(=O)C2CCC(CNc3c(N4CCCCC4)c(=O)c3=O)CC2)C1 (configuration not stated)
  -2	5	0	x	5	x	0
3: COCC(=O)N(C)C[C@@H]1Oc2cc(C#Cc3ccccc3)ccc2S(=O)(=O)N([C@@H](C)CO)C[C@@H]1C
  0	-6	-11	3	-2	8	3
4: O=C(C[C@@H]1C=C[C@@H](NC(=O)C2CCOCC2)[C@H](CO)O1)Nc1ccc(-c2ccccc2)cc1
  -4	1	-4	2	5	4	-4
5: CC(C)(CNC(=O)c1ccc(Br)o1)N1CCOCC1
  0	-10	-3	-6	1	-2	0
6: COC(=O)c1ccc(NC(=S)N2CCN(C(=O)c3ccco3)CC2)cc1
  1	7	3	-6	16	-5	3
7: COc1ccc(S(=O)(=O)Nc2ccc3c(c2)C(=O)N([C@H](C)CO)C[C@H](C)[C@H](CN(C)S(=O)(=O)c2ccccc2)OCCCC[C@@H](C)O3)cc1
  3	10	1	x	x	x	x
8: OC(c1cc(-c2ccc(Cl)cc2)nc2ccccc12)C1CCCCN1 (configuration not stated)
  -6	2	-5	4	4	u	-4
9: C/C=C/c1ccc(OCC(=O)Nc2ccncc2)c(OC)c1
  -2	-34	0	18	1	-3	0
10: Cc1cc(C)nc(NC(=NCCc2c[nH]c3ccccc23)NC(=O)c2ccco2)n1
  x	14	x	-3	x	128*	x
11: CC(=O)SC1CC(=O)C=C2CCC3C4CCC(=O)OC4(C)CCC3C21C (configuration not stated)
  -1	7	-1	-5	-3	1	-4
12: CC1CCN(C(NC(=O)c2ccco2)C(=O)c2ccccc2)CC1 (configuration not stated)
  x	x	x	-1	-2	-4	x
13: C=CCN(C(=O)Cc1cccs1)c1nc(-c2ccc(S(C)(=O)=O)cc2)cs1
  1	-5	-5	15	0	-11	-3
14: COc1cc(NC(=O)C(C)C)ccc1NC(=O)c1ccco1
  3	-27	-4	17	x	6	-2
15: O=C(NC1CC1)c1ccc(NC(=O)C2CCCC2)cc1
  0	-21	-4	7	10	8	x

Further records
The line under a structure holds: Casp6 inh	LGR2 antag	S100A4 inh HTS	esBAF inh	FN deposit inh	Statin myotox sup	SIRT5 block
16: Cc1ccc(C(=O)Nc2cccc(NC(=O)c3cccnc3)c2)cc1
  -2	-14	-3	-1	-2	11	-1
17: CCCC#Cc1ccc2c(c1)O[C@H](CN(C)Cc1ccncc1)[C@H](C)CN([C@H](C)CO)S2(=O)=O
  -1	21	5	-1	x	-14	5
18: O=C(NCCNC(=O)c1ccco1)c1cccc(F)c1
  x	x	x	0	8	16	x
19: O=[N+]([O-])c1ccc(OCc2cnc(Cl)s2)c([N+](=O)[O-])c1
  6	-2	1	x	-2	x	-1
20: CCOC(=O)C(=O)Nc1ccc(S(=O)(=O)Nc2nccc(C)n2)cc1
  0	-7	-3	0	-7	-1	x
21: CCCCNc1ccc2c(c1)OC[C@@H](C)NS2(=O)=O
  3	13	2	x	1	x	-2
22: Cc1cc(NC(=O)CCc2ccc(-c3ccccc3)o2)no1
  3	-6	17	x	11	x	2
23: Cc1ccc(S(=O)(=O)O)c(C)c1N1CCCC1=O
  x	x	x	4	-2	0	x
24: COc1cccc(-c2ccc3c(c2)S(=O)(=O)c2cccc(C(=O)O)c2C3=O)c1OC
  x	1	50	0	7	-7	x
25: CCCn1c(N)c(C(=O)CN(C)CC(=O)Nc2ccccc2C(F)(F)F)c(=O)[nH]c1=O
  1	-3	-5	1	0	3	-1
26: O=C(C[n+]1cn(C(F)F)c2ccccc21)c1ccc(OC(F)F)cc1
  -2	-125	-6	x	9	x	-1
27: COc1cc(/C=N/NC(=O)c2ccccn2)cc2c1OCO2
  2	-26	-2	x	-6	x	-4
28: CC(=O)C[C@H]1SC[C@@H](C(C)C)N1S(=O)(=O)c1ccc(C)cc1
  1	-4	3	x	-7	x	2
29: CC(C)n1c(NCc2cccs2)nc2ccccc21
  x	x	x	0	8	-15	x
30: NC(=O)C1=C[C@@H](c2coc3ccccc3c2=O)C[C@@H](OCc2ccc(CO)cc2)O1
  0	-7	-2	5	-10	6	4

Next section
The line under a structure holds: Casp6 inh	LGR2 antag	S100A4 inh HTS	esBAF inh	FN deposit inh	Statin myotox sup	SIRT5 block
31: Cc1ccc(N=Nc2c(=O)[nH]n3c(C)cc(C)nc23)cc1
  x	12	x	-10	x	0	x
32: COC(=O)[C@]1(Cc2ccccc2)NC=C(C(=O)c2ccccc2)[C@@H]1c1cccc(OC)c1
  0	-4	-3	x	6	x	x
33: Cc1cccc(/C=N/n2c(C)nc3ccccc3c2=O)c1
  -2	15	-2	30	-1	-9	0
34: O=C(NCCN1CCCCC1)c1c(O)c2ccccc2[nH]c1=O
  x	x	-3	11	20	2	x
35: CCCCCCSc1cc(-c2nc3ccc(Cl)cn3c2NCCCC)ccc1OC
  -11&-2	-2	1&-7	-11	-1&4	-27	4
36: COCC(=O)Nc1ccc2c(c1)C(=O)N(C)[C@H]1CC[C@H](CC(=O)NCCCN(C)C)O[C@H]1CO2
  3	-9	-3	3	-5	-98	-2
37: O=C(NNC1=NCCN1Cc1ccccc1)c1cccc(C(F)(F)F)c1
  0	42	-6	x	-6	x	-7
38: COC(=O)C(C)(C(=O)OC)c1ccc(C(F)(F)F)cc1[N+](=O)[O-]
  3	3	0	x	-18	x	-4
39: Cc1cc(C)c(C)c(S(=O)(=O)NNC(=O)c2cccc(S(=O)(=O)N3CCOCC3)c2)c1C
  x	22	x	-3	5	11	x
40: Cc1c(NC(=O)COC(=O)c2ncc(Cl)c(Cl)c2Cl)c(=O)n(-c2ccccc2)n1C
  1	20	-2	-4	6	3	4
41: CC(C)CC(NC(=O)c1cccs1)c1nnc(SCc2ccc(Cl)c(Cl)c2)n1C (configuration not stated)
  -3	10	6	x	x	x	-5
42: O=C(NC1CCCC1)N1CC(=O)N2[C@H](CO)[C@@H](c3ccc(-c4cccc(F)c4)cc3)[C@H]2C1
  x	1	19	x	-7	x	-5
43: C=CCc1cc(C)cc(C)c1OCCn1cncn1
  x	x	x	-13	13	2	x
44: C[C@@H]1CCCCO[C@@H](CN(C)S(C)(=O)=O)[C@@H](C)CN([C@@H](C)CO)C(=O)c2cc(NS(=O)(=O)c3ccccc3)ccc2O1
  2	-11	0	3	x	-27	-4
45: O=C(C1CCC1)N1CCN(S(=O)(=O)c2ccc(Br)cc2Cl)CC1
  -1	7	-9	2	4	-1	0

Next part
The line under a structure holds: Casp6 inh	LGR2 antag	S100A4 inh HTS	esBAF inh	FN deposit inh	Statin myotox sup	SIRT5 block
46: CC(O)[C@H](NC(=O)C1(c2ccccc2)CCN(C(=O)OC(C)(C)C)CC1)C(=O)O (some centres not stated)
  x	x	x	-1	-2	-4	x
47: CCCOc1ccc(CCC(=O)N/N=C/c2ccc([N+](=O)[O-])o2)cc1
  5	x	-3	x	5	x	-12
48: CC(=O)N(C)C[C@@H]1Oc2ncc(-c3cccc(C#N)c3)cc2C(=O)N([C@H](C)CO)C[C@@H]1C
  1	-7	4	-1	0	16	2
49: CN(C)C(=O)[C@H]1[C@H](CO)[C@H]2Cn3c(cccc3=O)[C@H]2N1CCc1ccccc1
  2	-14	-21	2	x	-3	2
50: C[C@@H]1CN([C@H](C)CO)C(=O)c2cc(NC(=O)CCC(F)(F)F)ccc2O[C@@H](C)CCCCO[C@@H]1CN(C)S(=O)(=O)c1cn(C)cn1
  -2	8	-25	-1	x	-9	0
51: COC(=O)c1ccc(O)c(Sc2cc(C(=O)OC)ccc2O)c1
  x	9	x	-7	x	-4	x
52: COc1ccc(-c2[nH]ncc2CN(Cc2nccn2C)C(C)C)c(F)c1
  -2	10	5	-6	2	2	1
53: CCOc1cc(N2CCOCC2)c(OCC)cc1NC(=O)C1CC(=O)N(c2ccccc2OCC)C1 (configuration not stated)
  7	3	-2	-2	4	-13	9
54: CC1CCCCC1NC(=O)CCNS(=O)(=O)c1ccc(Cl)cc1 (configuration not stated)
  -1	-9	-4	-7	-4	-5	-5
55: C[C@H](CO)N1C[C@H](C)[C@@H](CN(C)S(=O)(=O)c2ccccc2)Oc2c(NS(=O)(=O)c3ccc(F)cc3)cccc2C1=O
  -1&0	-3&8	3&-3	7	17	15	-1&-4
56: Cc1n[nH]c(=O)c2c(NC(=O)CSc3nncn3C(C)C)oc(C)c12
  2	7	3	-3	-5	3	2
57: CCO[C@H]1OC(C(=O)N2CCN(C)CC2)=C[C@@H](c2ccc(Br)cc2)[C@@H]1CCCO
  1&-1	-6	5&-2	-4	11	-2	2&-4
58: Cc1ccc(C)c(N2CCN(S(=O)(=O)c3ccc(-c4ccc(=O)[nH]n4)o3)CC2)c1
  -4	11	0	-7	-11	-1	1
59: O=C(Nc1ccc(S(=O)(=O)N2CCCCCC2)cc1)c1c(F)cccc1F
  1	10	-9	x	x	x	0
60: Cc1cccc(N(Cc2ccccc2)C(=O)c2ccccc2F)c1
  -2	-4	0	-3	-1	-28	-2

(further entries)
The line under a structure holds: Casp6 inh	LGR2 antag	S100A4 inh HTS	esBAF inh	FN deposit inh	Statin myotox sup	SIRT5 block
61: CN(C)C(=S)NC(=O)C(c1ccccc1)c1ccccc1
  0	1	0	x	5	x	-4
62: CCOC(=O)c1c(-c2ccc(OC)cc2)csc1NC(=O)COc1ccc2c(C)cc(=O)oc2c1
  10	-2	-3	-2	-4	-27	6
63: CO[C@H]1CN(C)C(=O)c2ccc(NC(C)=O)cc2OC[C@H](C)N(C(=O)c2cnccn2)C[C@@H]1C
  -3	-9	1	x	-1	x	8
64: Cc1cc(-n2c(C)cc(C(=O)CSc3nnnn3-c3ccccc3)c2C)no1
  4	-11	-5	5	x	-8	1
65: Cc1noc(C)c1S(=O)(=O)N(C)C[C@H]1Oc2ccc(NS(=O)(=O)c3ccccc3)cc2C(=O)N([C@H](C)CO)C[C@@H]1C
  -1	-7	-5	-4	-3	4	9
66: CS(=O)(=O)Nc1ccc(C(=O)Nc2ccccc2-c2ccccc2)cc1
  3	-4	1	0	-5	-15	0
67: CCC(=O)Nc1ccc2c(c1)OC[C@H](C)N(Cc1ccccc1)C[C@@H](C)[C@H](OC)CN(C)C2=O
  0	-8	-25	2	-19	-5	4
68: C[C@@H]1CN([C@@H](C)CO)C(=O)c2ccccc2-c2ccccc2CO[C@H]1CN(C)C(=O)[C@H](Cc1ccccc1)N(C)C
  -1	-6	11	4	-3	x	-5
69: COc1ccc(Nc2nc(-c3ccccc3F)nc3ccccc23)cc1OC
  -1	-5	0	1	11	-15	0
70: CC(C)(C)n1nc2c(c1NC(=O)Cc1ccccc1)CS(=O)(=O)C2
  3	6	-4	-5	-8	8	5
71: CCOC(=O)C(=O)N(C)c1c(CC)nc2c(OCc3ccccc3C)cccn12
  0	2	2	-5	-1	-2	x
